SMN2 splice enh – SMN2 splice variant enhancement. Potency, µM (top dose mostly 46.1 µM), inactives show at the highest dose activity change, positive = activation, usual class: activators. 2.8% of 210,000 active. HEK293 SMN2-luciferase splicing reporter, luminescence, 30-36 h; note: % of control where 0% means no effect; nearly all actives have a fitted effect of over 55% in size
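HEK293 cells carry an SMN2 minigene-luciferase reporter in which exon 7 inclusion puts luciferase in frame. Cells were seeded at 2000 cells/well, attached for 10-12 hours, then exposed to compounds for 30-36 hours at 37C before ONE-Glo luminescence.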
LMNA splice mod – changes lamin A minigene splicing in HeLa cells. HeLa LMNA splicing GFP/RFP minigene ratio, 48 h. Potency, µM (highest dose often 46.1 µM), for the others: at the top dose ratio change, negative = inhibition, hits mostly inhibitors. 0.01% of 200,000 active. AID 1487; active = well fitted inhibition curve with a large enough effect in the signal ratio, with a control signal flat, not every such curve was filed as active; inconclusive = small, poorly fitted or top-dose-only effect, or effect the other way, or a change in a side signal; the % refers to the signal ratio; note: % is set by controls: 0 for no effect and ±100 for the full control effect
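S3 HeLa cells stably expressing lamin A-EGFP splicing minigene plus DsRed2, 600 cells/well, 48 h compound exposure at 37C. Laser-scanning cytometry; analysed as GFP (500-530 nm)/RFP (575-640 nm) total intensity ratio; 0.5% DMSO vehicle.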
RECQ1 inh – inhibitors of human RECQ1 DNA helicase | RECQ1 DNA unwinding, red fluorescence kinetic read | 0.54% of 240,000 active | AID 2549 | Potency, µM (titrated, usually from 57.3 µM), inactives show at the highest dose activity, negative = inhibition, usual class: inhibitors;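 note: plate controls were vehicle for no effect and no enzyme for full effect; nearly all actives have a fitted effect of over 30% in size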
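50 nM RECQ1T1 preincubated 15 min with compound in Tris pH 8.0 buffer with MgCl2, DTT, Tween-20 and 2.5 ug/ml poly(dI-dC); started with 200 nM TAMRA/BHQ-2 forked duplex and 2 mM ATP. Unwinding read as fluorescence (525/598 nm), two reads 2 h apart.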
L3MBTL1 block – L3MBTL1 (human) inhibition; Q9Y468; AlphaScreen L3MBTL1–H3K9me1 peptide binding; Potency, µM (highest dose often 57.1 µM), inactives show top-dose activity, negative = inhibition, hits mostly inhibitors; 0.66% of 230,000 active; AID 485360; note: % is set by controls: 0 for no effect and ±100 for the full control effect; nearly all actives have a fitted effect of over 60% in size
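L3MBTL1 (50 nM) pre-complexed 30 min with biotinylated H3(1-15)K9me1 peptide (75 nM), then compounds added for 30 min at room temperature; AlphaScreen streptavidin donor/nickel chelate acceptor beads (10 ug/mL final) read after 30 min dark incubation.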
ALDH1A1 inh – ALDH1A1 (human) enzyme inhibition | P00352 | Purified ALDH1A1, NADH fluorescence, propionaldehyde substrate | Potency, µM (doses to about 75.3 µM), inactives show at the top dose activity, negative = inhibition, most hits filed as inhibitors | 7.3% of 220,000 active | AID 1030; active = well fitted inhibition curve with a large enough effect, not every such curve was filed as active; inconclusive = small, poorly fitted or top-dose-only effect, or another doubt; inactive = no such curve, though single readings can be large or run the other way;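 note: plate controls were no enzyme wells and a reference inhibitor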
Target sequence (P00352 whole entry, looked up): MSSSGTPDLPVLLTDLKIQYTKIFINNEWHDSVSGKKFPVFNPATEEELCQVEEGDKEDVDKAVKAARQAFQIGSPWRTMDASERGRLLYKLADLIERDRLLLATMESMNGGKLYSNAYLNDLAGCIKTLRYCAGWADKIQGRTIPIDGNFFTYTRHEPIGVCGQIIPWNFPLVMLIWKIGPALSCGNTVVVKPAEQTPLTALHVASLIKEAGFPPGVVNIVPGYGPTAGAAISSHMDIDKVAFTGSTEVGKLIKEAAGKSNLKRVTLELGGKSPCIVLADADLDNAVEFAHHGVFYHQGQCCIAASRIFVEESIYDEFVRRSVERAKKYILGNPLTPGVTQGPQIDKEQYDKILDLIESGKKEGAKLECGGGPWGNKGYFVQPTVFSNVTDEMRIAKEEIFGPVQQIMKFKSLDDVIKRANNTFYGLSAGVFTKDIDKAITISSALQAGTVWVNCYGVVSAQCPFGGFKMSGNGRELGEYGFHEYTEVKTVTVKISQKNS
Tau ThT inhib – blocks human tau fibril formation measured by thioflavin T; P10636; recombinant tau K18 P301L, heparin-induced fibrillization, ThT fluorescence; Potency, µM (titrated, usually from 57.4 µM), inactives show at the highest dose activity, negative = inhibition, most hits filed as inhibitors; 2.1% of 270,000 active; note: % is set by controls: 0 for no effect and ±100 for the full control effect; nearly all actives have a fitted effect of over 55% in size
Target sequence (P10636 561-689 P618L limits assumed): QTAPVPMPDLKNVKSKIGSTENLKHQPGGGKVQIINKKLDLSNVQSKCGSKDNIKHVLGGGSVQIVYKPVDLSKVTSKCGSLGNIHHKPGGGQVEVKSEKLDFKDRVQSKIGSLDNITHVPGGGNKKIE
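ThT emission at 510 nm, taken 1 hr after adding 30 uM dye, quantifies aggregates formed when 20 uM heparin acts on human tau K18 P301L for 6 hr at 37 C.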
Luc counter – blocks Kinase-Glo luciferase, a counter-screen artifact. 0.28% of 200,000 active. Kinase-Glo luciferase, ATP luminescence, 8 min. Potency, µM (series often up to 38.3 µM), for inactives: at the top dose activity change, negative = inhibition, actives largely listed as inhibitors. Q27757. AID 1379; note: % is set by controls: 0 for no effect and ±100 for the full control effect; nearly all actives have a fitted effect of over 60% in size
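Compounds were added to a substrate mix at pH 7.2 (50 mM imidazole, 10 uM ATP, within the enzyme's linear range), followed by Kinase-Glo detection reagent; luminescence was measured after 8 minutes at ambient temperature.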
KDM4E inh – JMJD2E (human) inhibition. B2RXH2. AID 2147. Potency, µM (series often up to 57.1 µM), for the others: top-dose activity change, negative = inhibition, most hits filed as inhibitors. 1.6% of 230,000 active. JMJD2E catalytic domain, FDH-coupled NADH fluorescence (FDH is formaldehyde dehydrogenase); active = well fitted inhibition curve with a large enough effect, not every such curve was filed as active; inconclusive = small, poorly fitted or top-dose-only effect, or another doubt; inactive = no such curve, though single readings can be large or run the other way;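 note: 0% = wells with enzyme and -100% = buffer wells without enzyme; nearly all actives have a fitted effect of over 50% in size; many of its hits are not listed in these tables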
Target sequence (B2RXH2 1-337 limits assumed): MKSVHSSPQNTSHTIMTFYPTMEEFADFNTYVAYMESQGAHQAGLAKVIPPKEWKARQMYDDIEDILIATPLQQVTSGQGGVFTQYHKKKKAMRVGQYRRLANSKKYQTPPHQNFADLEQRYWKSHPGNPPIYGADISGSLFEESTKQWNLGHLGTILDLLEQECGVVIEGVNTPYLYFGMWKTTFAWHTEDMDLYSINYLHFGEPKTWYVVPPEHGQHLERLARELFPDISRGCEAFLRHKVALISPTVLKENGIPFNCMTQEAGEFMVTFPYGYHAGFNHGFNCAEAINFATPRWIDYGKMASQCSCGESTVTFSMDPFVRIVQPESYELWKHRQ
* hit, by the source's call; i = inactive; ? = inconclusive; · = not tested or not shown; [ ] = dose if it differs, or a comment. Unless noted, calls come from the whole dose curve; as a rule, active = well fitted curve in the direction sought with a large enough effect; inconclusive = small, poorly fitted or top-dose-only effect, or another doubt; inactive = no such curve, though single readings can be large; an effect the other way counts as inactive or inconclusive. Potency is the fitted concentration of half-maximal effect. Some of the compounds tested; the hit share may differ from the screen's.

The line under a structure holds: RECQ1 inh, ALDH1A1 inh, Tau ThT inhib, Luc counter, KDM4E inh, L3MBTL1 block, LMNA splice mod, SMN2 splice enh
Cc1ccccc1C(=O)c1c[nH]c(C(=O)NCC2CCCO2)c1 (stereo unspecified)
  0.9%, ?, -2.1%, -0.7%, 2.4%, 1.5%, ?, -16.0%
COc1ccc(/C=N/Nc2nnc(-c3ncc[nH]3)c3ccccc23)cc1
  -4.9%, 4.9%, ?, -26.5%, -4.2%, -14.3%, 6.2%, 13.9%
O/N=C1/CCc2nonc2/C1=N/O
  -7.5%, -5.6%, -5.2%, -5.4%, ?, ·, 13.6%, ?
COc1ccccc1N(CC(=O)Nc1cccnc1)S(=O)(=O)c1ccccc1
  -2.5%, ?, 4.2%, -5.5%, 6.5%, -3.6%, 7.0%, -9.2%
CCOC(=O)CSc1nnc([C@H](C)NC(=O)OC(C)(C)C)o1
  -11.5%, 5.5%, -5.5%, 0.3%, 6.3%, -0.8%, -6.7%, 2.3%
CCOC(=O)c1cnc2ccc(OCC)cc2c1N(C)Cc1ccccc1
  -7.1%, -4.3%, ?, 0.3%, 4.2%, 20.8%, ?, 11.7%[1.84 µM]
CCOC(=O)c1cc(=O)n2nc(-c3ccc(C)cc3)nc2s1
  -7.3%, ?, ?, -13.0%, -3.3%, 0.5%, 1.5%, 1.3%
CNC(=S)Nc1ccc2[nH]c(=O)[nH]c2c1
  i, -5.5%, -4.6%, -1.6%, ?, -3.5%, ·, 11.3%
CC(C)N1C(=O)C2C(c3ccccc3O)NC(C)(C(=O)O)C2C1=O (stereo unspecified)
  -17.5%, 13.8%, -6.1%, -0.4%, -0.7%, ·, -2.8%, 1.0%
CCCC(C)NC(=O)Cc1ccc(Br)cc1 (stereo unspecified)
  -2.5%, 6.2%, -0.7%, 1.9%, -5.2%, 2.9%, -8.8%, 18.5%
COc1ccc(C(=O)C2CCCN(Cc3c[nH]c4ccccc34)C2)c(OC)c1 (stereo unspecified)
  -8.2%, -14.4%, -10.3%, ·, -7.1%, -15.2%, ·, ·
O=C(Cc1ccccc1)N1CCCC1c1ccccc1 (stereo unspecified)
  i, 9.2%, 6.8%, ·, -2.5%, 7.1%, 0.1%, ·
COc1cccc(CNC(C)(C)CO)c1OCc1ccc(Cl)cc1
  18.4%, 7.0%, 6.5%, -1.7%, -7.8%, 7.5%, ·, -17.4%
COc1ccc(C(C)(C)C)cc1S(=O)(=O)n1ccnc1C
  i, -5.0%, -3.6%, 0.6%, 15.9%, 3.3%[11.4 µM], ?, 7.4%
COc1ccc(-c2[nH]c(-c3ccccc3)nc2SCC(=O)Nc2nccs2)cc1
  -7.4%, 4.7%, -2.3%, -2.9%, 2.9%, ?, ?, 3.7%
Clc1ccc(-n2nnnc2SCc2c(-c3ccccc3)nc3sccn23)cc1
  -17.3%, ?, -11.3%, -2.3%, -7.2%, -1.3%, -24.1%, -28.9%
CC(C)c1ccc(NS(=O)(=O)c2ccc(Cl)nc2)cc1
  -1.5%, -10.8%, 3.8%, -4.0%, 0.4%, 9.8%, -9.4%, -4.0%[1.84 µM]
CCOC(=O)CSc1nc(C)cc(C)n1
  -1.0%, 4.6%, -8.5%, -3.4%, 2.3%, ·, 4.7%, -9.1%
COC(=O)c1c(NC(=O)CN2C(=O)NC3(CCc4ccccc4C3)C2=O)sc2c1CCCCC2 (stereo unspecified)
  -8.9%, ?, ?, 1.9%, -4.2%, -12.6%, 3.4%, -9.4%
Cn1c(CC2C(=O)Nc3ccc(Br)cc32)nc2ccccc2c1=O (stereo unspecified)
  2.4%, ?, -13.1%, -1.0%, -2.5%, -0.5%, 0.5%, -19.3%

Two records drawn at random from those above:
The line under a structure holds: RECQ1 inh, ALDH1A1 inh, Tau ThT inhib, Luc counter, KDM4E inh, L3MBTL1 block, LMNA splice mod, SMN2 splice enh
COc1ccc(-c2[nH]c(-c3ccccc3)nc2SCC(=O)Nc2nccs2)cc1
  -7.4%, 4.7%, -2.3%, -2.9%, 2.9%, ?, ?, 3.7%
COc1ccc(C(=O)C2CCCN(Cc3c[nH]c4ccccc34)C2)c(OC)c1 (stereo unspecified)
  -8.2%, -14.4%, -10.3%, ·, -7.1%, -15.2%, ·, ·

Other records follow:
The line under a structure holds: RECQ1 inh, ALDH1A1 inh, Tau ThT inhib, Luc counter, KDM4E inh, L3MBTL1 block, LMNA splice mod, SMN2 splice enh
COc1ccc(C(C(=O)Nc2ccc(C(C)C)cc2)N(C)C(=O)CNC(C)=O)cc1 (stereo unspecified)
  -4.1%, 4.6%, -10.2%, 6.7%, -0.2%, ·, 2.4%, -22.6%
C/C(N)=N\S(=O)(=O)c1ccc(Cl)cc1
  -1.5%, ?, ?, ·, -3.1%, -2.1%, -0.6%, ·
CC(C)NC(=O)CC(=O)N/N=C/c1ccc(F)cc1
  1.0%, 1.4%, 3.1%, -1.3%, 3.4%, 5.6%, -11.7%, 4.7%
CC(CCc1ccco1)NC(=O)Cn1ncc2c1-c1ccccc1OC2 (stereo unspecified)
  -9.3%, 17.8µM*, -11.7%, 1.3%, -7.5%, -10.3%, 0.0%, 6.4%
O=C1CSC(c2ccc(Cl)cc2)N1Nc1nc(N2CCOCC2)nc(N2CCOCC2)n1 (stereo unspecified)
  -1.3%, -1.6%, -10.2%, -2.0%, -2.2%, ·, ·, ·
CCOc1ccc(CCNC(=O)c2ccc(CNS(=O)(=O)c3ccccc3)cc2)cc1OCC
  -8.7%, -1.8%, -0.7%, 3.6%, -5.0%, 1.2%, ?, -34.4%[inhibitor]
CN(C)S(=O)(=O)c1ccc(C(=O)NCC(=O)N/N=C/c2cccs2)cc1
  -3.6%, 0.3%, -3.6%, -3.2%, -4.7%, 15.6%, -5.8%[46 µM], 7.0%
COc1ccccc1OCc1ccc(C(=O)NCc2ccco2)o1
  -1.2%, -0.3%, -18.0%, 3.5%, -8.4%, -17.1%, -4.6%, 6.2%
CC(C)(C)c1ccc(C(=O)OCC(=O)Nc2sc3c(c2C#N)CCC3)cc1
  -3.7%, 9.6%, -3.0%, 0.8%, 1.0%, -8.7%, -2.0%, -4.1%
CN(C)C(=O)CSc1nc2ccc(N3C(=O)c4ccccc4C3=O)cc2s1
  i, ·, ?, ·, 1.1%, 11.8%, ·, ·
Cc1ccccc1NC(=O)c1ccccc1NC(=O)c1ccco1
  i, -2.9%, -7.8%, 1.8%, -0.8%, 5.0%[11.4 µM], 1.9%, 27.9%
CC(SCc1ccccc1)C(=O)N/N=C/c1ccc2c(c1)OCO2 (stereo unspecified)
  -13.3%, -10.2%, -10.1%, 1.8%, -5.3%, 0.6%, -9.6%, -5.3%
CCCc1cc(=O)[nH]c(SCCOc2ccc(OCC)cc2)n1
  i, ?, -14.8%, 0.5%, -1.4%, ·, ?, 4.0%
CC(=O)Nc1ccc(NC(=O)CSc2nnc(C)c(=O)n2N)cc1
  -7.5%, ·, 4.0%, ·, 2.1%, 5.3%, ·, ·
CC(C)NC(=S)N/N=C/C1=CCC2CC1C2(C)C (stereo unspecified)
  -8.9%, -4.2%, -8.7%, 4.2%, -5.3%, -8.6%, -10.3%, -1.5%
O=P(Cc1ccncc1)(c1ccccc1)c1ccccc1
  i, 1.0%, 3.8%, 1.4%, 1.6%, ·, 14.0%, -6.5%
CC/C(O)=C1\C(=O)CC(C)(C)CC1=NCCc1nc2ccccc2[nH]1
  -6.9%, 5.2%, 10.2%, 0.5%, 3.8%, 15.3%, -10.9%[9.22 µM], -16.5%
CCOC(=O)Nc1sc(=S)n(C)c1C
  5.2%, 18.9µM*, -13.9%, -3.5%, -21.3%, -0.4%, -1.8%, -22.4%
O=C1OCCC1Sc1nc2ccccc2c(=O)n1Cc1ccccc1 (stereo unspecified)
  ?, ?, -14.4%, -1.6%, 0.8%, ·, ?, -4.0%
CC(NC(=O)c1cncc(Br)c1)c1ccc(S(N)(=O)=O)cc1 (stereo unspecified)
  -5.1%, 8.0%, -6.4%, -1.0%, -1.3%, ·, 7.3%, 16.8%
CC1(C)SC(=Nc2ccccc2)N(S(=O)(=O)c2ccccc2)C1=O
  -11.3%, 9.1%, -3.7%, -0.9%, 15.8%, 9.5%, 3.7%, ?
CCC1CCCCN1C(=O)CSc1nnc(CNC(=O)c2cc(OC)c(OC)c(OC)c2)o1 (stereo unspecified)
  i, ?, -2.8%, -1.6%, -2.8%, ·, 16.2%, -7.7%
COc1cc(-c2nnc(SCc3cccnc3)n2C)cc(OC)c1O
  8.4%, 2.5%, -9.0%, 14.5%, -11.2%, -3.1%, -6.5%, 15.4%
CN(C)S(=O)(=O)c1ccc(Cl)c(C(=O)Nc2cccc([N+](=O)[O-])c2)c1
  i, 1.9%, -6.1%, -2.4%, 7.1%, -8.0%, 11.4%[46 µM], -58.8%[inhibitor]
O=C(CO/N=C/c1ccc(OC(F)F)cc1)NCc1cccs1
  -13.6%, 13.4%, -5.3%, -1.5%, 0.8%, 7.4%, -5.0%, 1.4%[1.84 µM]
CC(C)CN(Cc1c(O)ccc2ccccc12)CC(C)C
  i, ?, ?, 2.0%, ?, -6.8%, ?, -3.7%
Cc1cccc(NC(=O)c2sc3nc(-c4ccc(F)cc4)cn3c2C)n1
  -16.8%, ?, ?, -0.6%, ?, 9.2%, 2.4%, -25.9%
COc1ccc(CCNC(=O)COc2ccc(C)nc2[N+](=O)[O-])cc1
  i, ?, -3.6%, 0.8%, -6.3%, -0.7%, ?, -1.4%
COC(=O)c1sc(NC(=O)CSc2nnc(C(C)C)n2C)nc1C
  -2.5%, 5.5%, -1.4%, -6.0%, 5.4%, 1.8%, -8.9%, 1.9%
COc1cc([N+](=O)[O-])ccc1NC(=O)CSc1nc2ccccc2n1-c1ccccc1
  -6.6%, 10µM*, -13.4%, -1.4%, -0.4%, -11.4%, -4.8%, -3.0%
CCOC(=O)N1CCN(S(=O)(=O)c2ccc3c(c2)CCN3C(=O)C2CC2)CC1
  -5.2%, 2.2%, -5.3%, -3.4%, 3.1%, 2.4%, -0.4%[0.0737 µM], -23.0%
